FN deposit inh: fibronectin deposition inhibition | AH1F fibroblasts, Alexa488-fibronectin deposition fluorescence, overnight | inhibition, % at 12.6 µM | hit rate 0.086% among 350,000;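 active = mean inhibition across replicates of 30% or more, regardless of how many single replicates reach that level; inconclusive = mean under 30% yet at least half of replicates reach 30%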;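 also: positive control wells lacked labelled fibronectin entirely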
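Assay system: AH1F fibroblasts / Quantity: 10000 cells per well / Medium: DMEM plus 2% serum, read in PBS / Reagent: labelled fibronectin 24 nM / Dosing: single dose, pinned / Times: 1 h cell attachment, overnight exposure to compound and label / Signal: fluorescence, ex 485 nm, em 525 nm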
S100A4 MyoIIA: S100A4-myosin IIA interaction inhibition; S100A4/TAMRA-MyoIIA peptide fluorescence polarization; inhibition, % at 10.7 µM; hit rate 0.14% among 360,000; AID 652163;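 active = mean inhibition of at least 70% across replicates, with every replicate also reaching that level; inconclusive = mean inhibition reaches 70% but some replicates fall short; inactive = mean inhibition below 70%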
Target sequence (P26447 whole entry, looked up): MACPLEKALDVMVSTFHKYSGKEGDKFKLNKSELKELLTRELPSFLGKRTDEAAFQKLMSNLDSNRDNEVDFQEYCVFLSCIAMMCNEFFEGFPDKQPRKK
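Test system: S100A4 monomer protein; Medium: HEPES pH 7.2 with CaCl2, KCl, NaCl, DTT, Triton; Probe or stimulus: TAMRA-labelled myosin IIA heavy-chain peptide probe, 5 nM; Doses: one dose per compound; Times: polarization read 5 min after assay mix addition, stable 5–60 min; Benchmarks: neutral control DMSO, positive control TFP.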
Casp6 inh: caspase-6 (human) enzyme inhibition. inhibition, % at 12.5 µM. hit rate 0.53% among 350,000. purified caspase-6, Z-VEID-R110 cleavage fluorescence. P55212;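 active = mean inhibition across replicates at least about 35%, with every replicate also reaching that limit, limit read from the data; inconclusive = only one of the two criteria met; inactive = neither criterion met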;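 also: 0% = median of neutral control wells and 100% = no fluorescence left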
Target sequence (P55212 24-179 limits assumed): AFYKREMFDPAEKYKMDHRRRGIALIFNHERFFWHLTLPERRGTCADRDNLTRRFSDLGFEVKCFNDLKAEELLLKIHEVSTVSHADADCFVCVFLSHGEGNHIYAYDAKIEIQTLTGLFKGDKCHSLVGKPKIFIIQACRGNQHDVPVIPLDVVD
Target sequence (P55212 194-293 limits assumed): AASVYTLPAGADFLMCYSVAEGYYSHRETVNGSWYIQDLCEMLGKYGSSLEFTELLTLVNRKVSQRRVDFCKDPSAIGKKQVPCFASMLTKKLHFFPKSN
SIRT5 block: blocks human SIRT5 desuccinylation of peptide | Q9NXA8 | Purified SirT5, succinyl-peptide AMC, trypsin-coupled fluorescence | inhibition, % at 15 µM | hit rate 1.1% among 330,000 | AID 652115; in the data active = inhibition above about 15%; inconclusive = no clear call, values can overlap the other calls
Target sequence (Q9NXA8 whole entry, looked up): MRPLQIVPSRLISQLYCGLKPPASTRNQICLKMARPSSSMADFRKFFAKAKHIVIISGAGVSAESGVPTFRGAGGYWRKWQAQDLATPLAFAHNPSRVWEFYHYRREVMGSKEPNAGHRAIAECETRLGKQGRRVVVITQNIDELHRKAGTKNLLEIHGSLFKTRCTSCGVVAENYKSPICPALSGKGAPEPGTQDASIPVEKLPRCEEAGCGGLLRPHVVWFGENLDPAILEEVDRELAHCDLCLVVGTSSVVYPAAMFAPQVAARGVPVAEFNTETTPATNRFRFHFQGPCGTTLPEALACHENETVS
esBAF inh: SWI/SNF esBAF complex inhibition. mouse ES cells, Bmi1-luciferase knock-in reporter, 24 h; 100% = twice the neutral-well signal. reporter increase, % at 12.5 µM. hit rate 2% among 350,000; in the data active = activation above about 40%; inconclusive = no clear call, values can overlap the other calls;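 also: 0% = median of the plate's neutral control wells and 100% = double that signal; a rise in the Bmi1 reporter signal indicates esBAF inhibition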
LGR2 inh: blocks bursicon-induced cAMP signaling via Drosophila LGR2; inhibition, % at 9.99 µM; HEK293 LGR2, CRE-luciferase, bursicon-stimulated, 4 h; hit rate 0.35% among 380,000;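 active = drop in luminescence signal, shown as inhibition above about 50% in the replicate tests, limit read from the data, passing the limit was not always enough; inconclusive = probably only some replicates passing the limit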;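 also: agonist challenge used bursicon conditioned medium at about half maximal strength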
C2C12 statin: suppressors of simvastatin-induced myotoxicity in C2C12 myotubes; hit rate 0.78% among 330,000; rescue of ATP level, % at 7.49 µM; ATP luminescence, 48 h; scaled: DMSO 0, geranylgeraniol control 100; AID 602340;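 active = mean ATP rescue above about 67%, or every replicate alone reaching that limit, limit read from the data, passing the limit was not always enough; inconclusive = no clear call, values can overlap the other calls; inactive = mean under the limit and some replicate under it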;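 also: myotubes were challenged with 10 µM simvastatin during compound exposure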
Numbers without * were called inactive; ? = inconclusive; . = not tested or not shown; & = joins results of further samples. Only part of the results is shown, so the mix of outcomes need not match the whole.

Each structure is followed by: SIRT5 block	FN deposit inh	esBAF inh	LGR2 inh	Casp6 inh	C2C12 statin	S100A4 MyoIIA
CC(Sc1nnc(-c2ccncc2)n1C)C(=O)Nc1ccc(N2CCOCC2)cc1 (stereo not given)
→ 1	-2	0	7	0	3	2
O=C(NNc1c(Cl)cccc1Cl)c1c(F)cccc1Cl
→ 0	-7	.	12	-3	.	7
FC(F)(Cl)c1nnc2ccc(Sc3ccccn3)nn12
→ 2	1	.	45	1	.	0
Cc1ccc(NC(=O)Cn2cnc3cc([N+](=O)[O-])ccc3c2=O)cc1
→ -4	0	.	7	-1	.	-5
C[C@H](CO)N1C[C@H](C)[C@@H](CN(C)Cc2cccnc2)Oc2cc(-c3ccncc3)ccc2S1(=O)=O
→ -1	-10	-2	-5	-1	-41	-6
CCCCCCCCN1C(=O)[C@H](CC(=O)N2CCC(c3ccccc3)CC2)C[C@@]2(C(=O)OC)CCCCC=C12
→ .	3	.	-31	-2	.	-1
Cc1ccc(NC(=O)c2onc(C)c2Cl)cc1
→ -2	7	2	-53	0	-14	1
O=C(C[C@@H]1C=C[C@@H](NS(=O)(=O)c2ccc(F)cc2)[C@H](CO)O1)N1CCC(Cc2ccccc2)CC1
→ -2	6	7	11	-4	41	2
NC(=O)N/N=C/c1cc(Br)ccc1OCC(=O)NCc1ccccc1
→ .	2	-3	7	.	6	.
Cc1onc(-c2ccccc2Cl)c1C(=O)NC(=S)NCc1cccnc1
→ -2	4	.	-2	-1	.	-2
O=C(Nc1ccccc1C(=O)N1CCN(Cc2ccccc2)CC1)c1ccccc1
→ 1	1	0	-7	1	0	-2
CCCCCN1CSC(=S)N(Cc2ccccc2)C1
→ 0	1	.	.	1	.	4
O=C(C[C@@H]1C[C@H]2c3cc(NC(=O)C4CCOCC4)ccc3O[C@H]2[C@@H](CO)O1)NCc1cccnc1
→ -1	-5	1	8	0	-4	0
C[C@H]1CN([C@@H](C)CO)S(=O)(=O)c2ccc(C#CC(C)(C)O)cc2O[C@H]1CN(C)Cc1ccc(-c2ccccc2)cc1
→ 23*	-5	2	-9	1	-53	-1
COc1ccc2cc(C(=O)C3CCCN(C(=O)CCc4cnn(C)c4)C3)ccc2c1 (stereo not given)
→ -30	10	.	-14	5	.	1
COCC#Cc1ccc2c(c1)O[C@H](CN(C)Cc1ccccn1)[C@@H](C)CN([C@H](C)CO)S2(=O)=O
→ 0	0	0	-20	3	4	-2
C[C@@H]1CN([C@@H](C)CO)C(=O)c2cc(NC(=O)Nc3ccc(F)cc3)ccc2O[C@@H](C)CCCCO[C@@H]1CN(C)Cc1ccc(C(=O)O)cc1
→ 1	.	-1	2	2	.	4
CC(C)C(=O)NC(Nc1ccccc1F)C(Cl)(Cl)Cl (stereo not given)
→ .	5	-6	-10	.	-22	.
CC1CCCN(C(=O)C2COc3ccccc3O2)C1 (stereo not given)
→ -6	-1	.	0	-5	.	-1
C[C@@H]1CCCCO[C@@H](CN(C)S(=O)(=O)c2ccccc2)[C@H](C)CN([C@H](C)CO)C(=O)c2cc(NS(=O)(=O)c3cccs3)ccc2O1
→ -4	8	-4	-3	-1	.	-10
C[C@@H]1CCCCO[C@@H](CN(C)CC2CCCCC2)[C@@H](C)CN([C@H](C)CO)C(=O)c2cc(NC(=O)Nc3ccc4c(c3)OCO4)ccc2O1
→ 1&0	-3	-6	2	3&-2	?	9&0
CC(=O)N1CCN2C(=O)C1CCCC(=O)c1cc(C3CCCCC3)ccc12 (stereo not given)
→ .	6	-1	.	.	5	.
C[C@@H]1CN([C@H](C)CO)C(=O)c2cccc(NC(=O)c3ccncc3)c2O[C@@H]1CN(C)S(=O)(=O)c1ccc(F)cc1
→ 1	.	0	-3	-1	5	2
Cc1ccc2nc(-c3sc4nc(C)cc(C)c4c3N)[nH]c2c1
→ .	19	-42	.	.	-11	.
COc1cccc(-c2cnc3c(NC=O)cc(-c4cccc(C(=O)N(C)C)c4)cn23)c1
→ -1	-2	-8	-15	7	-15	0
COC(=O)[C@H](CCSC)NC(=O)NCc1ccc(S(N)(=O)=O)cc1
→ .	8	-5	.	.	-11	.
CC1CN(C(=O)COC(=O)c2ccc(N(C)C)cc2)CC(C)O1 (stereo not given)
→ -4	-4	.	13	-1	.	3
C/C=C/c1ccc([C@@H]2[C@H](CO)N3CCCCN(C(=O)Nc4ccc(OC)cc4)C[C@@H]23)cc1
→ 2	.	.	8	-4	.	10
CN(C)c1ccc(C(C(=O)NC2CCCC2)N(C(=O)c2ccco2)C2CC2)cc1 (stereo not given)
→ 0	-1	-3	0	1	10	-2
CCN(CC)c1ccc(/C=N/N2C(C)CCCC2C)c(O)c1 (stereo not given)
→ 1	4	10	4	3	-31	10
C[C@H](CO)N1C[C@H](C)[C@H](CN(C)S(=O)(=O)c2ccccc2)Oc2ccc(NC(=O)CCN3CCOCC3)cc2CC1=O
→ 5	.	4	10	0	-10	10
COc1ccc(C=C2CCc3ccccc3C2=O)cc1
→ 1	2	.	4	8	.	3
O=C(CCC(=O)c1ccc(F)cc1)OCc1nnc(-c2ccc([N+](=O)[O-])cc2)o1
→ -2	.	-9	0	6	0	-1
C[C@@H]1CCCCO[C@@H](CN(C)Cc2ccc(Cl)c(Cl)c2)[C@@H](C)CN([C@H](C)CO)C(=O)c2cc(NC(=O)Nc3ccc(F)cc3)ccc2O1
→ 1	.	8	-18	1	.	15
Cc1c(CNCC(C)c2ccccc2)c(C(=O)O)c(C)n1Cc1ccccc1 (stereo not given)
→ 0	-16	.	-14	1	.	0
Cc1cc(C(=O)N/N=C2\CC(=O)CC(C)(C)C2)c(C)n1-c1ccccc1
→ -2	-1	.	-2	6	.	10
CS(=O)(=O)N1CCc2cc(C(=O)N3CCCC3)ccc21
→ -2	-2	.	6	-3	.	0
O=C(CSc1ccc(Cl)cc1)NN=C1CCCCCC1
→ -3	-15	.	-4	1	.	-4
COc1ccc(CN(C)C[C@@H]2OCCCC[C@H](C)Oc3ccc(NS(=O)(=O)c4ccccc4)cc3C(=O)N([C@@H](C)CO)C[C@H]2C)cc1
→ -6	1	1	9	0	.	-1
c1ccc2c(-c3cc(NCc4ccncc4)n4nccc4n3)cccc2c1
→ .	-4	-6	-1	1	0	3
CCc1ccc(C(=O)C(C)OC(=O)c2nn(C)c(=O)c3ccccc23)cc1 (stereo not given)
→ -2	-1	-3	6	7	0	1
CC(NC=C1C(=O)OC(C)(C)OC1=O)C(=O)O (stereo not given)
→ -2	11	-1	8	-2	-3	1
C[C@H](CO)N1C[C@H](C)[C@@H](CN(C)Cc2cccc(F)c2)Oc2cc(-c3cccc(C#N)c3)ccc2S1(=O)=O
→ -4&-3&-3	2&-22	-3&-2&-5	9&9	4&-1	-27&-65&-81	-4&7&0
Cc1ccccc1OCC(=O)NCCCNC(=O)c1ccco1
→ 0	-5	-2	9	2	-43	-12
CCn1c(CNC(=O)c2cc(OC)c(OC)c(OC)c2)cc2ccccc21
→ -4	2	-4	12	2	3	1

Given comma-delimited: seven of the compounds above.
SMILES,SIRT5 block,FN deposit inh,esBAF inh,LGR2 inh,Casp6 inh,C2C12 statin,S100A4 MyoIIA
COc1ccc(C=C2CCc3ccccc3C2=O)cc1,1,2,.,4,8,.,3
O=C(CCC(=O)c1ccc(F)cc1)OCc1nnc(-c2ccc([N+](=O)[O-])cc2)o1,-2,.,-9,0,6,0,-1
C[C@@H]1CCCCO[C@@H](CN(C)Cc2ccc(Cl)c(Cl)c2)[C@@H](C)CN([C@H](C)CO)C(=O)c2cc(NC(=O)Nc3ccc(F)cc3)ccc2O1,1,.,8,-18,1,.,15
Cc1c(CNCC(C)c2ccccc2)c(C(=O)O)c(C)n1Cc1ccccc1 (stereo not given),0,-16,.,-14,1,.,0
Cc1cc(C(=O)N/N=C2\CC(=O)CC(C)(C)C2)c(C)n1-c1ccccc1,-2,-1,.,-2,6,.,10
CS(=O)(=O)N1CCc2cc(C(=O)N3CCCC3)ccc21,-2,-2,.,6,-3,.,0
O=C(CSc1ccc(Cl)cc1)NN=C1CCCCCC1,-3,-15,.,-4,1,.,-4

Later entries
Each structure is followed by: SIRT5 block	FN deposit inh	esBAF inh	LGR2 inh	Casp6 inh	C2C12 statin	S100A4 MyoIIA
COC(=O)c1[nH]c2ccccc2c1NC(=O)/C=C/c1ccc2c(c1)OCO2
→ -1	0	.	8	2	.	-1
CCC(CO)Oc1cc(NCc2ccc(Cl)cc2)c2ncn(C(C)C)c2c1 (stereo not given)
→ .	-4	-6	-9	-2	-9	-11
C[C@@H]1CN([C@@H](C)CO)C(=O)Cc2cc(NS(=O)(=O)c3cn(C)cn3)ccc2O[C@H]1CN(C)C
→ -3	.	-1	10	0	13	1
CC(C)NC(=O)c1onc(CSc2ccncc2)c1C(=O)NC(C)C
→ .	9	-5	-16	-2	6	-3
CN(c1ccccc1C(=O)Nc1cccc([N+](=O)[O-])c1)S(C)(=O)=O
→ -1	6	.	.	1	.	-2
CCC(=O)Nc1ccc2c(c1)C(=O)N(C)C[C@@H](OC)[C@@H](C)CN(C(=O)c1ccccc1F)[C@H](C)CO2
→ -4	1	3	-3	0	-5	-19
COc1ccc(CNC(=O)CN(C(=O)CCC(=O)Nc2ccccn2)c2cccc(C)c2)cc1
→ -8	-13	.	7	-1	.	-5
Cc1cc(C(F)(F)F)n(-c2nc(C(=O)NN)cs2)n1
→ 2	0	.	33	-2	.	19
Cc1ccc(-n2ncc3c2CCCC3NC(=O)c2ccoc2)cc1C (stereo not given)
→ 1	-4	0	-4	5	6	1
COCCn1c(SCC(=O)Nc2ccc(NC(=O)c3ccco3)c(OC)c2)nc2ccccc2c1=O
→ -4	.	14	-8	-3	-57	0
O=C(CCNS(=O)(=O)c1cccs1)NC1CCN(Cc2ccccc2)CC1
→ .	-5	-6	7	0	-5	4
CCCn1c(=S)[nH]c2cc(C(=O)N3CCN(c4ccc(F)cc4)CC3)ccc2c1=O
→ 1	-8	0	10	6	8	7
O=c1cc(O)n(Cc2ccc(F)cc2)c(=O)[nH]1
→ 4	2	-8	5	1	7	-4
COc1ccccc1-c1ccc2c(c1)C(C)(Cc1cc(Cl)ccc1C(F)(F)F)C(=O)N2 (stereo not given)
→ -1	-9	-9	15	-5	11	-3
Cc1ccc(C)c(SCC(=O)OCC(=O)NCc2ccccc2)c1
→ 1	5	-12	6	2	1	1

Source: PubChem
